Screening data from PubChem BioAssay.
TrxR1 substrate – rat thioredoxin reductase 1 substrate activity; purified TrxR1 substrate turnover, NADPH consumption readout; 0.01% of 390,000 active; O89049; Potency, µM (top dose mostly 114 µM), for inactives: top-dose activity change, negative = substrate turnover; further: potency means the concentration at half of the fitted maximal effect; on the % scale 0 is the no-effect control and ±100 the full control effect; nearly all actives have a fitted effect of over 50% in size
Target sequence (O89049 whole entry, looked up): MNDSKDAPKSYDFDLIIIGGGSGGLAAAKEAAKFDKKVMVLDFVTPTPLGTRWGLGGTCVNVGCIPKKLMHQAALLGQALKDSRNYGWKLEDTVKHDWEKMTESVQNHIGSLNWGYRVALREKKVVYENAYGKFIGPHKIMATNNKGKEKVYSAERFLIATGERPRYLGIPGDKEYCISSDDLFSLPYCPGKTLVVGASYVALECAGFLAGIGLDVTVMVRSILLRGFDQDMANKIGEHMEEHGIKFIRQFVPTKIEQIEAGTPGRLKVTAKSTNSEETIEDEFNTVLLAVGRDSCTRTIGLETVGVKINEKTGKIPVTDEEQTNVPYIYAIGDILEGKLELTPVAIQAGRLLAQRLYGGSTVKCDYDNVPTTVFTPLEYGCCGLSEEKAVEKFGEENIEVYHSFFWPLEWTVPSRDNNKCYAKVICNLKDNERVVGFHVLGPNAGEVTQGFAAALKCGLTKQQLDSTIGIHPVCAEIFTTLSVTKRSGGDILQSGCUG
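Rat TrxR1, dispensed at 90 nM, was prereduced with 400 uM NADPH (final) for 5 min at ~22 deg C, then incubated with compound 15 min before 400 uM selenite. A first-read NADPH fluorescence drop versus no-compound background flagged substrates.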
USP1-UAF1 inh – inhibitors of human USP1/UAF1 deubiquitinase | 0.23% of 390,000 active | recombinant USP1/UAF1, Ub-Rhodamine cleavage fluorescence | Potency, µM (titrated, usually from 57.1 µM), for the others: top-dose activity change, negative = inhibition, usual class: inhibitors | O94782; further: potency means the concentration at half of the fitted maximal effect; on the % scale 0 is the no-effect control and ±100 the full control effect; nearly all actives have a fitted effect of over 60% in size; inactives centre near -12
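USP1/UAF1 complex (1 nM) preincubated 15 min at room temperature with compound, then Ub-Rho substrate (150 nM final) added. Kinetic fluorescence at 480/540 nm over 6 reads at 60 s intervals; 50 mM HEPES pH 7.8, 0.5 mM EDTA, 0.1 mg/ml BSA, 1 mM TCEP, 0.01% Tween-20.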
Vif-A3G inh – blocks the Vif interaction with human APOBEC3G; Q9HC16; HeLa A3G-eYFP + Vif (tagged APOBEC3G with the HIV-1 protein that degrades it), YFP fluorescence, overnight; Potency, µM (highest dose often 46.1 µM), for the others: at the top dose activity, negative = active, most hits filed as inhibitors; 0.076% of 410,000 active; AID 602310;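 further: potency means the concentration at half of the fitted maximal effect; on the % scale 0 is the no-effect control and ±100 the full control effect; nearly all actives have a fitted effect of over 60% in size; hits raise eYFP signal because A3G escapes Vif-driven loss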
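Read-out is eYFP fluorescence (Ex 488/Em 500-530) from Vif-expressing HeLa A3G-eYFP cells; more signal means A3G escaped Vif-mediated degradation. Cells plated overnight, compound pinned in, incubated overnight at 37 deg C.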
Vif-APOBEC3F blk – inhibitors of Vif-A3F interaction | AID 602313 | HeLa A3F-eYFP + Vif (tagged APOBEC3F with the HIV-1 protein that degrades it), YFP fluorescence increase | Potency, µM (top dose mostly 46.1 µM), for the others: top-dose activity, negative = active | 0.2% of 390,000 active; further: potency means the concentration at half of the fitted maximal effect; % of control where 0% means no effect; nearly all actives have a fitted effect of over 65% in size
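Fluorescence increase (Ex 488/Em 500-530) after overnight compound treatment at 37 deg C flags inhibition of Vif-driven A3F-eYFP loss in stable HeLa A3F-eYFP/Vif cells seeded overnight beforehand.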
LDHA block – inhibitors of human lactate dehydrogenase A. P00338. 0.15% of 480,000 active. AID 1347041. activity change, % (values are at about 110 or 230 µM). purified LDHA, NADH/diaphorase-resazurin fluorescence; stronger effect = lower value; in the data active means activity change below about -30%; inconclusive means mostly about -25% to -30%;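 further: plate controls were DMSO wells for no effect and wells without enzyme for full effect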
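Resorufin fluorescence (ex540/em590), read at 0 and 20 min after diaphorase/resazurin addition, reports the NADH left after a 5 min room-temperature reaction of 2 nM human LDH5 with 0.06 mM NADH and 0.2 mM pyruvate.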
IDH1 R132H inh – human IDH1 R132H inhibition | Potency, µM (series often up to 76.6 µM), for inactives: top-dose activity change, negative = inhibition, actives largely listed as inhibitors | 0.093% of 390,000 active | IDH1-R132H enzyme, NADPH consumption, diaphorase/resazurin fluorescence; further: potency means the concentration at half of the fitted maximal effect; on the % scale 0 is the no-effect control and ±100 the full control effect; nearly all actives have a fitted effect of over 65% in size
Target sequence (O75874 whole entry R132H, stated change not applied): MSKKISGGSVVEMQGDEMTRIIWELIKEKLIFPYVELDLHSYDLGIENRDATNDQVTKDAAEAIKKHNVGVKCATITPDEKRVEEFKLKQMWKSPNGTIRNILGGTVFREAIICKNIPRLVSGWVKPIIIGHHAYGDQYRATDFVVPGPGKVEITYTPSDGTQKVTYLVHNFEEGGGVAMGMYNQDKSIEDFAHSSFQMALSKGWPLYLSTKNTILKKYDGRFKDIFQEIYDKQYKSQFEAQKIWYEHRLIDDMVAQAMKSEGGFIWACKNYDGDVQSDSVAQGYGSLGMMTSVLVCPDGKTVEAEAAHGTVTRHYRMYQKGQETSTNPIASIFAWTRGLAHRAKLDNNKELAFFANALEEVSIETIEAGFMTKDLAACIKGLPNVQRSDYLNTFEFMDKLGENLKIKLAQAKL
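IDH1-R132H (0.5 ug/mL dispensed) in pH 7.5 Tris buffer was preincubated 30 min with compound, then given a substrate mix of 0.016 mM NADPH and 2 mM alpha-KG for 80 min at room temperature; remaining NADPH was read by diaphorase/resazurin fluorescence.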
Glioma ERSR ind – inducers of ER stress response in human glioma cells | U87-MG GRP78 promoter luciferase reporter, 16 h | Potency, µM, for inactives: at the top dose activation, usual class: activators | 0.02% of 420,000 active; further: potency means the concentration at half of the fitted maximal effect; series mostly up to about 76 µM; % of control where 0% means no effect; nearly all actives have a fitted effect of over 35% in size
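ERSR induction read as luciferase luminescence (Bright-Glo, 10 min at room temperature) in stably transfected human U87-MG glioma cells exposed to compounds for 16 h, using GRP78 as sensor.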
RGS4 inhibitor – human RGS4 inhibition; P49798; Transcreener GDP fluorescence polarization, RGS4-accelerated GTP hydrolysis; Potency, µM (highest dose often 114 µM), for the others: at the highest dose activity change, negative = inhibition, most hits filed as inhibitors; 0.039% of 390,000 active; AID 504845; further: potency means the concentration at half of the fitted maximal effect; on the % scale 0 is the no-effect control and ±100 the full control effect; nearly all actives have a fitted effect of over 75% in size; some results filed as inactive show a strong effect at the top dose
Target sequence (P49798 whole entry, looked up): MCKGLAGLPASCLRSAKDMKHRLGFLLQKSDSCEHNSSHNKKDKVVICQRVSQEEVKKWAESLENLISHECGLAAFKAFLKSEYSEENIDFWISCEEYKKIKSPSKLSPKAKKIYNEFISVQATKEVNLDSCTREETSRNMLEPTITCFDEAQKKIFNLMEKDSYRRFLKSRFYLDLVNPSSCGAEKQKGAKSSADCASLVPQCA
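MLSMR compounds (23 nl, pin-transferred) preincubated 10 min at room temperature with a 500nM (2x) first reagent, then RGS4 at 900nM (2x) plus Transcreener GDP mix added; fluorescence polarization (620/688 nm) read before and after 90 min at 30 °C.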
rTrxR1 inhibitor – blocks rat thioredoxin reductase 1. recombinant rTrxR1, NADPH fluorescence consumption, selenite substrate. Potency, µM (titrated, usually from 114 µM), without a hit: top-dose activity change, negative = inhibition, hits mostly inhibitors. 1% of 390,000 active. AID 588453; further: potency means the concentration at half of the fitted maximal effect; on the % scale 0 is the no-effect control and ±100 the full control effect; nearly all actives have a fitted effect of over 65% in size
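Rat TrxR1 (90 nM in the dispensed reagent) was pre-reduced with 400 uM NADPH for 5 min at room temperature, then incubated with compound for 15 min. After 400 uM selenite was added, NADPH fluorescence (Ex 340/Em 450 nm) was followed for 8 min.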
* marks the source's active call; other numbers are inactive results; ? = inconclusive; . = no result given; & = joins results of further samples; [ ] = another dose, or the depositor's remark. Unless noted, the call rests on the fitted dose curve; in most records, active means well fitted curve in the direction sought with a large enough effect; inconclusive means small, poorly fitted or top-dose-only effect, or another doubt; inactive means no such curve, though single readings can be large; an effect the other way counts as inactive or inconclusive. Some of the compounds tested. The share of hits here may be higher or lower than overall.

SMILES | TrxR1 substrate | USP1-UAF1 inh | Vif-A3G inh | Vif-APOBEC3F blk | LDHA block | IDH1 R132H inh | Glioma ERSR ind | RGS4 inhibitor | rTrxR1 inhibitor
CCOC(=O)c1cn2nc(Oc3ccc(NC(C)=O)cc3)ccc2n1 | -11% | -13% | 1% | -12% | 1 | 0% | 3% | 0% | -28%
CCC(Oc1ccccc1)C(=O)Nc1ccsc1C(=O)OC (stereo not drawn) | -11% | 3% | -17% | -5% | -1 | -2% | -1% | 31% | -8%
COc1cc(NC(=S)N2CCN(CCO)CC2)c(OC)cc1Cl | -1% | -10% | 3% | 5% | -2 | -7% | -3% | -10% | 7%
N#CCC(=O)Nc1ccc(C(=O)OCC(=O)NCCCc2ccccc2)cc1 | 3% | -15% | 0% | 0% | -1 | 6% | -7% | -14% | 19%
CC1CN(C(=O)C(C)N2CCN(c3cccc(Cl)c3)CC2)CC(C)O1 (stereo not drawn) | 3%[57.1 µM] | -7% | -1% | 4% | -10 | 5% | -1% | -30% | 10%[57.1 µM]
Cc1cc(C(=O)Oc2ccccc2C(=O)O)c(C)o1 | -5% | 1% | -1% | -8% | -3 | -7% | -1% | 17% | -1%[57.1 µM]
O=C(C(NS(=O)(=O)c1cccs1)c1ccccc1)N1CCN(c2ccccc2)CC1 (stereo not drawn) | 7%[57.1 µM] | -13% | 1% | -6% | 2 | 11% | -2% | -13% | -36%
COc1ccc(Cl)cc1NC(=O)CCCC(=O)c1ccccc1 | -13% | -17% | 2% | 3% | -3 | -2% | -6% | -2% | 2%
O=C(NCCOc1ccccc1)c1ccc2n[nH]nc2c1 | 4% | -27% | 0% | 1% | 2 | -6% | -2% | -10% | 8%
CC1CCCC(C)N1C(=O)COc1ccc(C(=O)Nc2ccccc2N2CCOCC2)cc1 (stereo not drawn) | -15%[57.1 µM] | -20% | 0% | 9% | -5 | 3% | 0% | -6% | 23%[57.1 µM]
CCOC(=O)C1CCc2c(ccc3ccccc23)N1CCC#N (stereo not drawn) | . | -21% | -8% | -18% | 3 | 6% | 0% | . | .
CC(C)NC(=O)NC(=O)COC(=O)/C=C/c1ccccc1[N+](=O)[O-] | -5% | -13% | -1% | 2% | 0 | -3% | -2% | -4% | 9%[57.1 µM]
Cc1ccc(C(=O)Nc2c(C)cc(-c3ccc(Cl)cc3)oc2=O)cc1 | 80% | -6% | -2% | -1% | -5 | 1% | 5% | -14%[11.4 µM] | 60%
O=C(CSc1nnc(-c2ccncc2)o1)Nc1nncs1 | 8% | -13% | 0% | -13% | -3 | 2% | 1% | -21% | 30%
Cc1ccc(-c2nc3cccnc3o2)cc1NC(=O)COc1ccc(Cl)cc1C | 30% | -6% | 1% | -8% | -16 | 3% | -1% | 5% | 37%[activator]
COc1ccc(C(=O)N2CCCC(C(N)=O)C2)cc1S(=O)(=O)N1CCOCC1 (stereo not drawn) | 5% | -22% | 2% | -6% | -3 | 4% | -8% | 4% | 12%
CCOc1ccc(S(=O)(=O)Nc2cc(SCC(=O)O)c(O)c3ccccc23)cc1 | -9% | 25µM* | ? | ? | 11 | 6% | ? | ? | -25%
O=C(c1c(F)cccc1Cl)N(Cc1ccco1)C1CCS(=O)(=O)C1 (stereo not drawn) | . | -23% | -1% | -4% | -2 | 5% | -5% | . | .
Cc1ccc2oc(C(=O)Nc3c(C(=O)Nc4cccc(Cl)c4)oc4ccccc34)cc(=O)c2c1 | -3% | ? | 1% | -2% | -5 | -7% | -1% | 20% | 19%
Cc1ccccc1-c1ccc(=O)n(CC(=O)Nc2ccc(N3CCOCC3)cc2)n1 | 7% | -19% | -1% | -12% | 8 | 9% | -2% | -3% | 7%

Arranged by number of heavy atoms (highest first): 4 of the compounds above
SMILES | TrxR1 substrate | USP1-UAF1 inh | Vif-A3G inh | Vif-APOBEC3F blk | LDHA block | IDH1 R132H inh | Glioma ERSR ind | RGS4 inhibitor | rTrxR1 inhibitor
Cc1ccc2oc(C(=O)Nc3c(C(=O)Nc4cccc(Cl)c4)oc4ccccc34)cc(=O)c2c1 | -3% | ? | 1% | -2% | -5 | -7% | -1% | 20% | 19%
CCOc1ccc(S(=O)(=O)Nc2cc(SCC(=O)O)c(O)c3ccccc23)cc1 | -9% | 25µM* | ? | ? | 11 | 6% | ? | ? | -25%
CC(C)NC(=O)NC(=O)COC(=O)/C=C/c1ccccc1[N+](=O)[O-] | -5% | -13% | -1% | 2% | 0 | -3% | -2% | -4% | 9%[57.1 µM]
CCOC(=O)C1CCc2c(ccc3ccccc23)N1CCC#N (stereo not drawn) | . | -21% | -8% | -18% | 3 | 6% | 0% | . | .

(next part)
SMILES | TrxR1 substrate | USP1-UAF1 inh | Vif-A3G inh | Vif-APOBEC3F blk | LDHA block | IDH1 R132H inh | Glioma ERSR ind | RGS4 inhibitor | rTrxR1 inhibitor
COc1ccc(C(=O)/C(C#N)=N/Nc2ccc([N+](=O)[O-])cc2)cc1 | -13% | -2% | -15% | -12% | -20 | -17% | -3% | -23% | -8%
COC(=O)N/N=C/c1ccc(OCCSc2ccc(Cl)cc2)c(OC)c1 | -3% | -16% | 0% | 4% | -3 | 8% | -1% | -12% | -2%
COC(CN1C(=O)C(O)=C(C(C)=O)C1c1ccccn1)OC (stereo not drawn) | -14% | -3% | 4% | -9% | 2 | 8% | -3% | 29% | -17%
CCOC(=O)CNC(=O)CSc1ccc2nnc(-c3cccnc3)n2n1 | 28%[57.1 µM] | 1% | 6% | -9% | 1 | 0% | -5% | -1% | 21%[57.1 µM]
CCSc1nnc(-c2ccc(S(=O)(=O)NCc3cccs3)cc2)o1 | 8% | -10% | -1% | -5% | -13 | 2% | -2% | 44% | 6%
O=S(=O)(c1ccc(-c2csc(=Nc3ccc(F)cc3)n2CCCCCCO)cc1)N1CCCC1 | -1% | -9% | -17% | 1% | 2 | -12% | -7% | -15% | 16%
CCCCn1c(N)c(N(CCOC)C(=O)c2cc(C)oc2C)c(=O)[nH]c1=O | -6% | -30% | -3% | 2% | 0 | 2% | -4% | 5% | -11%
Cc1ccc(CNCc2ccccc2)s1 | -1% | -25% | 2% | 3% | 1&-12 | 8% | 0% | 35% | 11%
O=C(O)CC(SCC(=O)Nc1ccc(Br)cc1)C(=O)O (stereo not drawn) | -5%[57.1 µM] | -14% | 0% | -18% | -10 | -3% | 0% | 25% | -7%[57.1 µM]
COc1ccc(OCC(=O)Nc2c(C(=O)N(CCN(C)C)Cc3ccco3)oc3ccccc23)cc1 | -13% | -6% | 5% | -4% | 2 | 15% | 0% | 15% | ?

Pulled one by one from above (two):
SMILES | TrxR1 substrate | USP1-UAF1 inh | Vif-A3G inh | Vif-APOBEC3F blk | LDHA block | IDH1 R132H inh | Glioma ERSR ind | RGS4 inhibitor | rTrxR1 inhibitor
CC1CN(C(=O)C(C)N2CCN(c3cccc(Cl)c3)CC2)CC(C)O1 (stereo not drawn) | 3%[57.1 µM] | -7% | -1% | 4% | -10 | 5% | -1% | -30% | 10%[57.1 µM]
O=C(c1c(F)cccc1Cl)N(Cc1ccco1)C1CCS(=O)(=O)C1 (stereo not drawn) | . | -23% | -1% | -4% | -2 | 5% | -5% | . | .

Next structures:
SMILES | TrxR1 substrate | USP1-UAF1 inh | Vif-A3G inh | Vif-APOBEC3F blk | LDHA block | IDH1 R132H inh | Glioma ERSR ind | RGS4 inhibitor | rTrxR1 inhibitor
O=C(c1cccc(Cl)c1)N1CCC(=O)N(C(COCc2cccc(Cl)c2)Cc2ccccc2)CC1 (stereo not drawn) | -2% | -26% | -6% | 2% | 1 | 1% | 2% | 3% | 12%
CC(=O)Nc1ccc(C2=NN(Cc3nnc(-c4ccccc4)o3)C(=O)SC2)cc1 | 0% | -9% | -3% | 4% | -2 | 7% | 0% | -34% | 8%
Cc1ccc(SC[C@H](C)CN2CC[C@H](C(C)(C)C)CCC2=O)cc1 | -7%&-3% | -21% | 3%&-10% | -15% | 7 | -2% | -4%&8% | -3% | 4%&-6%
CCOCCCNC(=O)c1ccccc1SCC | 6%[57.1 µM] | -4% | -2% | -3% | -1 | 7% | -5% | 13% | 8%[57.1 µM]
CC(C)c1ccc(CNc2nc(-c3ccco3)nn2S(=O)(=O)c2ccc(F)cc2)cc1 | 5% | ? | 7% | -2% | 4 | -24% | 1% | -6% | 28%
COc1cc(C(=O)Oc2ccccc2/C=N/NC(=O)c2ccc(C)cc2)cc(OC)c1OC | 0% | -22% | -13% | . | -5 | 10% | -4% | -20% | 4%
CCOC(=O)c1cn[nH]c1NC(=S)Nc1ccccc1 | 5% | -23% | 0% | -8% | -1 | 5% | 0% | ? | ?
COc1cc(NC(=O)CCc2c(C)nn(-c3ccc(N4CCOCC4)nn3)c2C)cc(OC)c1OC | 8% | -13%&-25% | 3%&-3% | 4%&4% | -2&0 | -4%&4% | -8%&-3% | 8%[11.4 µM] | 12%
Cn1c(=O)n(C)c2cc(CN3C(=O)OC(C)(C)C3(C)O)ccc21 (stereo not drawn) | 2% | -2% | 3% | -1% | -1 | 4% | -4% | 3% | 9%
CCCCOC(=O)c1ccc(NC(=O)COC(=O)c2ccc3ncsc3c2)cc1 | 0% | -12% | -1% | 1% | -4 | -13% | 4% | 24% | 16%
